Compound activity as filed in PubChem BioAssay.
Kir21 inh: Kir2.1 (mouse) channel inhibition; P35561; HEK293-Kir2.1, FluxOR thallium flux fluorescence; active compounds read low; B-score at 10 µM; hit rate 0.85% among 310,000;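 active = fluorescence ratio B-score at or below minus 3 SD of library scores, with starting-brightness B-score within 2 SD, cut at about -4.2 in these data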;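 note: channel flux triggered by added potassium and thallium sulfate stimulus; B-score of peak minus minimum fluorescence over baseline after thallium stimulus; more negative B-score means stronger Kir2.1 block with less thallium influx; some compounds called inactive have numbers as strong as hits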
Target sequence (P35561 whole entry, looked up): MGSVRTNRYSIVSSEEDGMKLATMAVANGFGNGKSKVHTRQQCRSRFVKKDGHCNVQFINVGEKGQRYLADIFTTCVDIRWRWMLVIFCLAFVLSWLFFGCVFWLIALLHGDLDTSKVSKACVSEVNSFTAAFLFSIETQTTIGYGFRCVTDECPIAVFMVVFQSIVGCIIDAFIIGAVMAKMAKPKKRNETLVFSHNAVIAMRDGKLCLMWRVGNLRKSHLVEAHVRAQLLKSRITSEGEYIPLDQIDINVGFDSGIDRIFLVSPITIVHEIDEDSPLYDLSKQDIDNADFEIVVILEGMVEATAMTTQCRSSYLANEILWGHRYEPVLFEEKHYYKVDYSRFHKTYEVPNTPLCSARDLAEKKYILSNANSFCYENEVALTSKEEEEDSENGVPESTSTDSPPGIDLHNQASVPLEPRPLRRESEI
KCNQ2 inh: KCNQ2 potassium channel inhibitors, primary screen, cell-based, CHO-K1, FluxOR thallium flux, B-score (AID 2156); O88943; 20 min; active compounds read low; B-score at 10 µM; hit rate 1.1% among 310,000;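 active = fluorescence ratio B-score at most minus 3 library SDs, with starting brightness B-score within 2 library SDs, cut at about -5.5 in these data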
CHT block: human CHT choline transport inhibition. Q9GZV3. CHT-expressing cells, membrane potential dye, choline response; active compounds read low. B-score at 10 µM. hit rate 0.86% among 310,000. AID 488975;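 active = B-score over 3 SD under the library average, and starting fluorescence ratio not unusually high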;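 note: choline stimulus applied at its EC90 after an EC20 pre-addition; B-score computed on integrated fluorescence ratio after choline addition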
Target sequence (Q9GZV3 whole entry, looked up): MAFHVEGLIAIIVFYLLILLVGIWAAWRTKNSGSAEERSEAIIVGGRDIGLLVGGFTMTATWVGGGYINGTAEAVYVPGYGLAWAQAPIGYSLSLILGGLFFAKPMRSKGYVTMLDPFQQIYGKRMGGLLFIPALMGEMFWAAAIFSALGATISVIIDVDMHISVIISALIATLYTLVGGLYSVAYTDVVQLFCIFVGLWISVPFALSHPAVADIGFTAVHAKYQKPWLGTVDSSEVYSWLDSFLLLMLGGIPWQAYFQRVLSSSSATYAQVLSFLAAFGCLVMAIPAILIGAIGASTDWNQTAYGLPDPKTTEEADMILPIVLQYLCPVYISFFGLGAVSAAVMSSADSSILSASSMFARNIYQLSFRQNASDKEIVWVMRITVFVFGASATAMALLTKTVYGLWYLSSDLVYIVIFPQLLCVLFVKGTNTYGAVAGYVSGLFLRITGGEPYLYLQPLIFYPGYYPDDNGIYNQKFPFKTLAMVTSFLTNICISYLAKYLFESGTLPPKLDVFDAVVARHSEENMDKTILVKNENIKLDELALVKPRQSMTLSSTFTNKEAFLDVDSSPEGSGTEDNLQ
* = called active by the depositor; i = inactive; nt = not tested or not shown.

nr	Structure	Kir21 inh	KCNQ2 inh	CHT block
1	CCOC(=O)c1c(NC(=O)CN2C(=O)NC(C)(c3ccc(OC(F)F)cc3)C2=O)sc(C)c1C (stereo not given)	0.07	i	i
2	COc1ccccc1CNC(=O)c1ccc(CS(=O)(=O)c2ccccc2OC)o1	1.8	i	i
3	CC1(C)Oc2cc3oc(-c4cc(O)cc(O)c4)cc3cc2CC1O (stereo not given)	-0.56	i	i
4	O=C(COC(=O)C1(c2ccccc2F)CCCC1)N1CCN(C(=O)c2ccco2)CC1	-0.69	i	-5.4*
5	CCOC(=O)N1CCC(N2C(=O)c3ccccc3C2Nc2ccc(Cl)cn2)CC1 (stereo not given)	0.11	i	i
6	Cc1cc(C)n(C(=O)c2ccc([N+](=O)[O-])cc2[N+](=O)[O-])n1	-0.12	i	i
7	COC(=O)c1ccccc1NC(=O)c1nc2nc(C)cc(C(F)F)n2n1	-0.37	i	i
8	CCOC(=O)C1=C(C)N(c2ccccc2)C(=O)NC1c1cccc([N+](=O)[O-])c1 (stereo not given)	0.37	i	i
9	Cc1ccccc1NS(=O)(=O)c1ccc(OCC(=O)NCc2cccnc2)cc1	1.7	i	i
10	O=C(NCC(c1cccs1)N1CCOCC1)C1CCN(S(=O)(=O)c2c(Cl)cccc2Cl)CC1 (stereo not given)	0.69	i	i
11	Cc1ccc(C(=O)NCC(=O)OCC(=O)c2cc(C)n(Cc3ccco3)c2C)cc1	-2.1	i	i
12	COc1ccc(NC(=O)C2CCCN2S(=O)(=O)c2ccc(C)cc2)cc1 (stereo not given)	-0.85	i	i
13	CC(C)(CN1CCCC1)NC(=O)C1CCC(=O)N(CCCN2CCOCC2)C1 (stereo not given)	0	i	i
14	Cc1ccc(N(C(C)C(=O)N2CCOCC2)S(C)(=O)=O)cc1C (stereo not given)	0.4	i	i
15	COc1ccc2c(c1)CCCC21SC(NC(C)=O)=NN1C(C)=O (stereo not given)	-0.18	i	i
16	CCCOC(=O)CCc1n[nH]c(=O)[nH]c1=O	-0.76	i	i
17	Cc1noc(C)c1COC(=O)COc1ccc2c(C)cc(=O)oc2c1	3	i	i
18	CN1CCN(C(=O)C23CCC(C)(c4nc5ccccc5nc42)C3(C)C)CC1 (stereo not given)	-0.93	i	i
19	COC(=O)c1ccc(NC(=O)C2CCCN2C(=O)Nc2cccc(C(C)=O)c2)cc1 (stereo not given)	2	i	nt
20	Cc1ccccc1-n1ncc2c1CC(C)(C)CC2NC(=O)c1snnc1C (stereo not given)	-0.95	i	i
21	O=C(Nc1ccccc1F)C1CCN(S(=O)(=O)c2cccc3nonc23)CC1	0.67	i	i
22	CO/N=C/C(C#N)c1ncc(C(F)(F)F)cc1Cl (stereo not given)	0.14	i	i
23	Cc1cccc(C)c1OCC(=O)N=Nc1c(O)[nH]c2ccc(Br)cc12	1.4	i	i
24	Cc1ccc(S(=O)(=O)NCC2(c3ccccc3)CCN(C)CC2)cc1	-0.02	i	i
25	N#Cc1c(N)nc2c(c1N)CC(COc1ccccc1)O2 (stereo not given)	0.38	i	i
26	O=C(COc1cccc(C(F)(F)F)c1)N1CCN(c2ccc(O)cc2)CC1	-0.02	i	i
27	CN(NC(=O)c1ccccc1)c1nc2ccccc2nc1C(F)(F)F	1.4	i	i
28	CCOc1ccc(S(=O)(=O)N2CCOCC2)cc1NC(=O)CSCC(=O)Nc1cccc(C)c1	0.61	i	i
29	Cc1ccc(C(=O)Nc2ccccc2C(=O)N2CCCC(C)C2)cc1 (stereo not given)	0.06	i	i
30	Cc1cc(CNC(=O)C2(C(F)(F)F)C/C(=C\CCO)CCCO2)nn1C (stereo not given)	0.02	i	i
31	COc1ccc(CNC(=O)[C@H](C)NC(=O)C2CC(=O)N(c3ccc4c(c3)OCO4)C2)cc1 (stereo not given in full)	0.75	i	i
32	CCOc1ccc(N(CC(=O)Nc2c(C)cccc2C)S(=O)(=O)c2c(C)[nH]c(=O)[nH]c2=O)cc1	-1.1	i	i
33	Cc1ccc(Nc2nc(CSc3nnnn3-c3ccccc3)cs2)cc1	0.33	i	i
34	Clc1cccc(CSc2nccn2-c2ccccc2)c1	-7.8*	i	i
35	CC1CN(c2ncnc3c2cnn3-c2ccc(Cl)cc2)CC(C)O1 (stereo not given)	0.28	i	i
36	O=C(Oc1cc2oc(=O)c3c(c2cc1Cl)CCCC3)c1ccco1	0.11	i	i
37	Cc1cc(NC(=O)CSc2nncn2N)no1	1.3	i	i
38	COc1ccc(-n2c(C)nnc2SCC(=O)NC2CC2)cc1	1.1	i	i
39	CSc1ccc(CN(C)C(=O)CNC(=O)c2sc3ccccc3c2Cl)cc1	0.03	i	i
40	Cc1csc2ncc(C(=O)Nc3ccc(C(F)(F)F)cc3)c(=O)n12	-0.13	i	i
41	Cc1ccc(C)n1-c1ccccc1N1CCCCC1	-0.19	i	i
42	COn1c(=O)c(-c2cccc(Br)c2)[n+]([O-])c2ccccc21	-1.9	i	i
43	O=C(C[n+]1ccncc1)c1ccccc1	-0.68	i	i
44	CCNc1nc(NCC)n2c(SCC(=O)Nc3ccc(F)cc3[N+](=O)[O-])nnc2n1	-2	i	i
45	O=C(CN1C(=O)c2ccccc2C1=O)OCC(=O)N1CCN(c2ccccc2)CC1	-1.2	i	i
46	CCC(C)NC(=O)c1cn(CCOC)c(=O)c2c1c1ccccc1n2C (stereo not given)	0.68	i	i
47	COc1ccc(OC)c(N2CC(O)(c3ccccc3)[N+]3=C2SCCC3)c1 (stereo not given)	-1.2	i	i
48	CCOc1ccc(C2=CC(c3ccccc3)n3ncnc3N2)cc1 (stereo not given)	1.4	i	i
49	COc1ccc(C(=O)Nc2cc(C)cc(C)c2)cc1S(=O)(=O)N1CCOCC1	0.58	i	i
50	CCOC(=O)c1c(-c2ccc(OC)cc2)csc1NC(=O)CSc1nnc(C)c(=O)[nH]1	0.39	i	i
51	Cc1[nH]c2ccc(-c3nnc(SCC(=O)c4ccccc4F)o3)cc2c1C	-1.8	i	i
52	O=C(Nc1ccc(NC(=S)NC(=O)c2ccccc2Cl)cc1)c1cccc(Cl)c1	-1	i	i
53	Cc1ccc(Nc2nc(CSc3n[nH]c(N)n3)cs2)cc1	0.13	i	i
54	CCN(CC)CCCNC(=O)C(C)n1nc(C)c2sc3ccccc3c2c1=O (stereo not given)	-0.9	i	i
55	N#Cc1cnc(NOCc2ccc(Cl)cc2)nc1	-2.7	i	i
56	CCOc1ccc(-n2c(=O)cc(N3CCN(c4ccccc4)CC3)[nH]c2=O)cc1	0.45	i	i
57	NS(=O)(=O)c1ccc(NC(=O)COC(=O)CCC2CCCCC2)cc1	0	i	i
58	O=C(CSc1nnc2sc3ccccc3n12)NCc1ccco1	-0.31	i	i
59	O=C(NCCCN1CCOCC1)c1nn2c(C(F)(F)F)cc(-c3ccco3)nc2c1Cl	2.2	i	i
60	Cc1nc2ncccn2c1-c1csc(Nc2ccc(O)cc2)n1	0.36	i	nt

New compounds follow:
nr	Structure	Kir21 inh	KCNQ2 inh	CHT block
61	C/C(Cn1nnc([N+](=O)[O-])n1)=N\NC(=O)c1ccc(O)cc1O	0.87	i	i
62	CC(=O)c1ccc(OCCCCCCCOc2ccc(C(C)=O)cc2)cc1	0.75	i	i
63	NC(=O)c1ccccc1Nc1nc2nc3ccccc3c(=O)n2cc1Br	0.63	i	i
64	COc1ccc(C2C3=C(CC(C)(C)CC3=O)Oc3ncn(CC(C)C)c(=N)c32)cc1 (stereo not given)	0.67	i	i
65	O=C1C(C=NCCN2CCOCC2)=C(O)c2ccccc21	0.89	i	i
66	Cn1c(Cn2c(=O)sc3ccccc32)nnc1SCc1cccc(F)c1	0.01	i	i
67	O=C(Nc1ccccn1)C(=O)N1CCCCC1	2	i	i
68	O=c1c(Cl)c(NCC2CCCO2)cnn1C12CC3CC(CC(C3)C1)C2 (stereo not given)	0.09	i	i
69	Cc1nonc1NC(=O)CSc1nc2ccc(Cl)cc2[nH]1	0.79	i	i
70	COC(=O)Cc1cc(=O)[nH]c(/N=C(\N)Nc2ccc(C(C)C)cc2)n1	1.1	i	i
71	Cc1cc(NC(=O)COC(=O)c2nccnc2N)n(-c2ccccc2)n1	2	i	i
72	Cn1nnnc1SCCNC(=O)C1CCC(=O)N(CCc2ccccc2)C1 (stereo not given)	1.5	i	i
73	COc1ccc(Cn2nnnc2C(c2cc3cc(C)ccc3[nH]c2=O)N2CCOCC2)cc1 (stereo not given)	1.5	i	i
74	Nc1c(-c2ccc(Cl)cc2)cnc2c(-c3ccccc3)cnn12	0.83	i	i
75	Cc1csc(=O)n1CCC(=O)O	-0.26	i	i
76	COc1cccc(/C=C2\C(=O)N(c3cccc(C)c3)C(=O)c3ccccc32)c1	-9.2*	i	i
77	CN1CCC(N2CCN(c3cccc(C(F)(F)F)c3)CC2)CC1	1.3	i	i
78	COc1ccc(NC(=O)CN(C)C(=O)CSc2nc3ccccc3s2)cc1	1.7	i	i
79	Cc1ccccc1CC(=O)N1CCOCC1	-0.51	i	i
80	CC1CCN(Cc2nnnn2-c2cccc([N+](=O)[O-])c2)CC1	-0.04	i	i
81	CN(NS(=O)(=O)c1cccs1)c1ncc(C(F)(F)F)cc1Cl	-4.1	i	i
82	CC(C)n1cnc2c(=S)nc[nH]c21	-0.16	i	i
83	CC(C)OC(=O)NCN1C(=O)C2C3C=CC(C3)C2C1=O (stereo not given)	0.42	i	i
84	CCOc1c2ccc(C(=O)NCc3ccc(C)cc3)cc2nn1CC	-0.2	i	i
85	C/C(Cn1nnc([N+](=O)[O-])n1)=N\NC(=O)c1ccc(C)cc1	0.83	i	i
86	CCOC(=O)Cn1nc(C)c2ccccc2c1=O	1.8	i	i
87	CCN(C(=O)CN1CCN(C)CC1)c1cccc2ccccc12	-1.2	i	i
88	O=C(Nc1ccncc1)Nc1ccccc1Cl	-0.79	i	i
89	CCOC(=O)C1CCN(C(=O)CCc2c(C)nc3cc(-c4ccccc4)nn3c2C)CC1	0.1	i	i
90	CCOc1cc(/C=C/c2nc3cc(C)c(C)cc3s2)ccc1OCC(=O)N1CCOCC1	0.35	i	i
91	O=C(NCCCN1CCOCC1)C1CCN(S(=O)(=O)c2cccc(Cl)c2Cl)CC1	-0.03	i	i
92	CCN(C(=O)c1ccco1)c1nnc(-c2ccc(OC)cc2)s1	-0.09	i	i
93	O=C(COC(=O)/C=C/c1cccc(F)c1)NNC(=O)c1ccccc1	-0.54	i	i
94	CCCC[C@@H]1CNC(=S)N1CCc1cccc2ccccc12	-0.73	i	i
95	CCn1cc(C(=O)O)c(=O)c2cnc(N3CCN(C(=S)Nc4ccccc4C(F)(F)F)CC3)nc21	-1.8	i	i
96	Cn1c(=O)[nH]c(=O)c2c1nc(N(CCO)Cc1ccccc1)n2Cc1ccccc1Cl	1	i	i
97	COc1ccc(S(=O)(=O)N(C)CC(=O)Nc2c(F)cccc2F)cc1	1.9	i	i
98	O=C(NC1=NCCS1)Nc1ccccc1	0.7	i	i
99	O=C(OCC(=O)N1CCc2ccccc21)C1=COCCO1	-0.47	i	i
100	CCn1c(SCC(=O)NCCc2ccc(Cl)cc2)nnc1-c1cccs1	-3.7	i	i
101	CCOC(=O)c1sc2nc(CC(=O)OC)nc(NCCN3CCOCC3)c2c1C	-0.38	i	nt
102	Clc1nc(Cl)nc(-c2cn(-c3ccccc3)c3ccccc23)n1	0.11	i	i
103	COc1ccc([N+](=O)[O-])c(OC)c1C(=O)Nc1ccc(F)cc1F	-1.8	i	i
104	O=C(NNS(=O)(=O)c1ccc(F)cc1)c1ccc(S(=O)(=O)N2CCCCC2)cc1	-0.06	i	i
105	O=C(CN1C(=O)C2CCCCC2C1=O)Nc1nccs1 (stereo not given)	0	i	i
106	NC(=S)Nc1cccc(O)c1	-0.02	i	i
107	COc1cc(NC(=O)COC(=O)CC(NC(C)=O)c2ccccc2)cc(OC)c1 (stereo not given)	-2.5	i	i
108	N#Cc1c(-c2ccc(F)cc2)cc(C2CC2)nc1SCC(=O)c1cccs1	-1.3	i	i
109	CN(C)CCCn1c2c(c(SCC(=O)Nc3ccc4c(c3)OCO4)nc1=O)CCC2	0.44	i	i
110	COc1ccc2oc(-c3ccccc3)c(C(=O)N(C)C)c2c1	0.56	i	i
111	Cc1ccc(CCNC(=O)C2CCN(S(=O)(=O)c3c(C)nn(C)c3C)CC2)cc1	1	i	i
112	Cn1cccc1C(=O)NC(=O)CSc1nnc(C2CC2)n1-c1ccccc1	0.93	i	i
113	O=C(NCc1ccccn1)C(=O)NCC1OCCN1S(=O)(=O)c1ccc([N+](=O)[O-])cc1 (stereo not given)	0.39	i	i
114	C=CCCC(=O)NC1CC(C)(C)Cc2c1cnn2-c1ccc(OC)cc1 (stereo not given)	1.2	i	i
